# CHRM1 PAM: potentiates human M1 receptor response to acetylcholine | CHO-K1 hM1, Fluo-8 calcium fluorescence, ACh EC20; 0% = ACh EC20, 100% = maximal ACh | activation, % at 3 µM | P11229 | AID 588819 | actives 0.088% (n = 360,000); in the data active means activation above about 19%, passing the limit was not always enough
# CHRM1 agonist: agonists of human M1 muscarinic receptor | CHO-K1 hM1, Fluo-8 calcium fluorescence, agonist mode; 0% DMSO, 100% acetylcholine EC100 | activation, % at 3 µM | actives 0.33% (n = 360,000);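 active means activation above the run's mean compound activation plus 3 SD, cut at about 16% in these data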;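 further: peak over basal fluorescence ratio within a 140 s kinetic read after compound addition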
# OXTR ag: human OXTR agonism; CHO-OTR cells, Fluo-8 calcium fluorescence; normalized: DMSO 0%, oxytocin 100%; activation, % at 3 µM; actives 0.32% (n = 320,000);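 active means activation above the mean of all tested compounds plus 3 SD, cutoff set per screening run, cut at about 20% in these data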;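 further: peak over basal fluorescence ratio from a 100 s FLIPR kinetic read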
# Target sequence (P30559 whole entry, looked up): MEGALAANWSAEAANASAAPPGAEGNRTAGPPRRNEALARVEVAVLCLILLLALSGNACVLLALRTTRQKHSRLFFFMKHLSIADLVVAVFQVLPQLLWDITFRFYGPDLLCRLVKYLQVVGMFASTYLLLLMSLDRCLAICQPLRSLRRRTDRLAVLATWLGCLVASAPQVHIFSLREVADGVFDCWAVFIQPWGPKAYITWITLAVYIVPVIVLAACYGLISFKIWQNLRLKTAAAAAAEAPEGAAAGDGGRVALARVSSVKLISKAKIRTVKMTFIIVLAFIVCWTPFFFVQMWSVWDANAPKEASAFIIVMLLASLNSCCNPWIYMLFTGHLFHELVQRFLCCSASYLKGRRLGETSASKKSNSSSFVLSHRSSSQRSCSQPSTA
# OXTR potentiate: potentiates the human oxytocin receptor response | actives 0.061% (n = 320,000) | AID 2445 | CHO-OTR cells, Fluo-8 calcium fluorescence, potentiator mode; 0% = oxytocin EC15, 100% = EC100 | activation, % at 3 µM;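 active means activation above that plate's cutoff, the mean activation of tested compounds plus 3 SD, cut at about 6.6% in these data, passing the limit was not always enough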;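 further: 100% uses oxytocin at 75 nM as the full agonist control; some results filed as inactive read as strong as hits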
#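 Material: CHO-OTR cells, human receptor; compound dosing: single dose, 3.0 µM nominal final compound concentration; schedule: 6 min compound pre-incubation at room temperature, 100 s kinetic read; measured by: kinetic Fluo-8 calcium fluorescence; read-out basis: % activation vs EC15 and EC100 oxytocin; controls: EC15 oxytocin alone as 0%, 75 nM oxytocin as 100%; replicates: singlicate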
# TAAR1 agonist: human TAAR1 agonism. CHO RD-HGA16 TAAR1, Fluo-8 calcium fluorescence; vehicle wells 0%, saturating PEA agonist 100%. AID 624467. actives 0.99% (n = 360,000). activation, % at 3 µM;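 active means activation above the mean activation of all test compounds in the run plus 3 SD, cut at about 38% in these data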
# Target sequence (Q96RJ0 whole entry, looked up): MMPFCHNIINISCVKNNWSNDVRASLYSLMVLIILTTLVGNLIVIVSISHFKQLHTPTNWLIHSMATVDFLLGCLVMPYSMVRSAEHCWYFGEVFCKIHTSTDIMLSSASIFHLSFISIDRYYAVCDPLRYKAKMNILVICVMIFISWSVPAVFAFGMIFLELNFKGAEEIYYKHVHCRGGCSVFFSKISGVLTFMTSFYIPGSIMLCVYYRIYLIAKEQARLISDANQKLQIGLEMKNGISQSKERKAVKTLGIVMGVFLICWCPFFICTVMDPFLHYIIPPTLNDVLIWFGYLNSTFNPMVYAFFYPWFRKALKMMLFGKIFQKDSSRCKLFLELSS
#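 System: CHO-derived RD-HGA16 cells with stable Gα16 and human TAAR1 / Times: 17-24 h plating, Fluo-8 75 min 37 °C, 30 min RT / Technique: calcium-sensitive Fluo-8 signal, excitation 470-495, emission 515-575 nm / Measure: % activation relative to PEA EC100 response / Benchmarks: DMSO and PEA EC100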
# V1aR counter: activates human V1a receptor in oxytocin agonist counter-screen; actives 0.25% (n = 320,000); CHO-V1R cells, Fluo-8 calcium fluorescence, agonist mode; 0% DMSO, 100% 3 nM vasopressin; AID 2797; P37288; activation, % at 3 µM;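 active means activation above the mean activation of all tested compounds plus 3 SD, per screening run, cut at about 20% in these data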;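 further: signal is peak over basal fluorescence ratio across a 100 second FLIPR read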
# CHO parental Ca: counter-screen for OX1R antagonists: effect in parental CHO cells. inhibition, % at 5.6 µM. actives 0.63% (n = 330,000). parental CHO-K1, ATP-induced calcium, Fluo-8 fluorescence. AID 463079;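 active means inhibition above that plate's mean sample inhibition plus 3 SD, cut at about 26% in these data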;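 further: 0% = ATP-challenged DMSO wells and 100% = DMSO wells without ATP; some compounds past the cut are filed as inactive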
#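 Measured by: calcium-sensitive Fluo-8 fluorescence / Test system: CHO parental line / Controls: ATP-challenged DMSO wells low, unchallenged DMSO wells high / Measure: % inhibition / Compound: single nominal dose of 5.6 µM per compound / Replicates: single well per compound, no replicates / Reagent: ATP as calcium-mobilizing challenge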
# TAAR1 antagonist: antagonists of human TAAR1 | CHO RD-HGA16 TAAR1, Fluo-8 calcium fluorescence, antagonist | inhibition, % at 3 µM | Q96RJ0 | actives 1.5% (n = 360,000);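 active means inhibition above a per-plate cutoff, the mean inhibition of test compounds on that plate plus 3 SD, cut at about 49% in these data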;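 further: 0% = DMSO plus EC80 beta-PEA response and 100% = DMSO alone without agonist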
#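 System: RD-HGA16 CHO cells with stable hTAAR1 and Gα16 | Probe or stimulus: EC80 β-phenethylamine stimulus | Dosing: 3 µM, single point | Times: Dye loading 75 min at 37 °C, then 30 min room temperature | Measured by: Fluo-8 calcium-sensitive fluorescence | Read-out basis: % inhibition of agonist calcium response | Replicates: n of 1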
# CHRM1 antagonist: human CHRM1 antagonism; P11229; CHO-K1 hM1, Fluo-8 calcium fluorescence, ACh EC80 antagonist; inhibition, % at 3 µM; actives 1.3% (n = 360,000);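 active means percent inhibition above its own plate's cutoff, namely the mean of that plate's compound wells plus 3 SD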;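 further: peak over basal fluorescence ratio during 140 s after agonist addition; 0% = ACh EC80 plus DMSO and 100% = DMSO alone without agonist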
# Numbers without * were called inactive; / = no result given.
SMILES,CHRM1 PAM,CHRM1 agonist,OXTR ag,OXTR potentiate,TAAR1 agonist,V1aR counter,CHO parental Ca,TAAR1 antagonist,CHRM1 antagonist
COc1cccc(C(=O)N(Cc2cccs2)C2CCS(=O)(=O)C2)c1 (configuration not stated),-8,0,0.1,3,1,2.0,-1,-33,20
O=C1NC(=O)C(c2ccc(Cl)cc2Cl)N1 (configuration not stated),1,-5,/,/,0,/,/,5,-4
CSc1ccc(/C=N/n2nnnc2N)cc1,4,-4,-1.2,-9,-1,-0.7,3,10,-5
CC(SCc1ccccc1)C(=O)NN=C1CCN(C)CC1 (configuration not stated),11,1,-0.6,4,0,-1.2,-23,-9,-12
O=C(CN1C(=O)c2ccccc2S1(=O)=O)N1CCCCC1,5,-1,0.6,-5,-5,0.5,-5,-9,2
COc1cccc(NC(=O)C2CC2)c1,5,-2,0.0,-4,17,0.9,31,2,1
Cc1cccc(-c2noc(CN(C(=O)c3c(-c4ccccc4Cl)noc3C)C(C)C)n2)c1,-7,-7,-0.5,-9,2,0.2,24,45,2
Cc1ccccc1-c1ccc2c(c1)O[C@@H](CN(C)Cc1ccc(C(=O)O)cc1)[C@@H](C)CN([C@H](C)CO)S2(=O)=O,-5,-7,/,/,0,/,/,-6,-6
COC(=O)CSc1nnc(C)n1-c1cccc(C#N)c1,8,-4,0.7,-4,4,0.6,-17,8,-11
Cc1cc(C)cc(NC(=O)CN2C(=O)COc3ccc(S(=O)(=O)N4CCCC4)cc32)c1,2,-5,-2.4,-7,-1,-1.5,-25,-26,-7
Oc1ccc(/C=N/n2c(-c3ccccc3)n[nH]c2=S)cc1Br,6,-2,/,/,1,/,/,-2,-9
O=C(CCCc1nc(-c2ccc(Cl)cc2)no1)NC1CCCC1,-11,0,6.8,-15,2,11,48*,-14,37*
CC(=O)Nc1ccc(C(=O)NCCCSc2ccccc2)cc1,1,-1,0.8,-4,5,4.3,-12,-5,7
CCc1c(C)[nH]n(-c2ccc(Oc3ccccc3)c(S(=O)(=O)O)c2)c1=O,6,-6,0.8,-5,/,-0.1,-3,/,-6
COc1ccc(NC(=O)C2=CC(c3ccc(C)cc3)=NS(=O)(=O)N2C)cc1OC,-14,2,7.8,-5,4,9.5,3,1,14
COc1ccc(-n2c(=O)[nH]cc(C(=O)N3CCc4ccccc43)c2=O)cc1,4,-3,1.4,-3,2,1.3,-6,-5,-8
O=C(O)CNC(=S)N(Cc1ccccc1Cl)C1CCCC1,8,-3,0.2,-8,1,-0.5,2,6,-10
Cc1cc(NS(=O)(=O)c2ccc(NC(=O)CCc3ccccc3)cc2)no1,-1,-3,1.0,5,2,0.4,-15,-18,5
O=C(O)c1ccc([N+](=O)[O-])nc1,13,-2,/,/,0,/,/,-20,-14
Cc1cc(C)n2cc(CSc3nc4cc(Cl)ccc4o3)nc2n1,0,-4,-1.9,-7,-1,-1.3,-20,-17,6
COC(=O)C1C(=O)c2c([nH]c(C(=O)OC3CCCCCC3)c2C)CC1C (configuration not stated),6,-6,0.3,-8,-1,1.0,-11,3,-9
O=C(O)CSc1cc(NS(=O)(=O)c2ccc(Br)cc2)c2ccccc2c1O,1,-4,-1.2,-8,8,-0.6,-13,13,-2
COc1ccc(C2=NOC(C)(c3nnc(-c4ccc(Cl)cc4)o3)C2)cc1 (configuration not stated),-1,-6,-1.7,-8,5,0.5,-17,3,2
Cc1ccc(OCc2nnc(SCC(=O)Nc3ccc4c(c3)OCCO4)n2Cc2ccco2)cc1,8,-1,-1.8,-27,6,2.5,-14,37,-4
CC(C)(C)n1nnnc1C(c1cccnc1)N1CCN(c2ccccn2)CC1 (configuration not stated),6,-4,-1.5,-15,5,0.2,-12,18,-7
Cc1cc2oc(=O)cc(CN(C)Cc3ccccc3)c2cc1C,-17,-11,/,/,1,/,/,-6,21
CSc1ncccc1C(=O)OCC(=O)NC(C)CCc1ccccc1 (configuration not stated),3,-1,0.7,-1,9,1.2,-23,-7,-2
Cc1c(NC(=O)c2cc3ccccc3o2)c(=O)n(-c2ccccc2)n1C,6,-6,-0.3,-12,12,-0.9,-7,7,-4
CCCCN1C2=NC(c3ccccc3)CN2c2ccccc21 (configuration not stated),-16,-4,1.2,-1,0,1.5,-23,-13,40*
C=CCOC(=O)C(C#N)c1nc2ccccc2nc1N1CCC(C(=O)OCC)CC1 (configuration not stated),-8,-2,-1.1,-5,5,-0.5,16,9,-9

# Overlap with the part before: 4 compounds; new compounds follow.
SMILES,CHRM1 PAM,CHRM1 agonist,OXTR ag,OXTR potentiate,TAAR1 agonist,V1aR counter,CHO parental Ca,TAAR1 antagonist,CHRM1 antagonist
CSc1ncccc1C(=O)OCC(=O)NC(C)CCc1ccccc1 (configuration not stated),3,-1,0.7,-1,9,1.2,-23,-7,-2
Cc1c(NC(=O)c2cc3ccccc3o2)c(=O)n(-c2ccccc2)n1C,6,-6,-0.3,-12,12,-0.9,-7,7,-4
CCCCN1C2=NC(c3ccccc3)CN2c2ccccc21 (configuration not stated),-16,-4,1.2,-1,0,1.5,-23,-13,40*
C=CCOC(=O)C(C#N)c1nc2ccccc2nc1N1CCC(C(=O)OCC)CC1 (configuration not stated),-8,-2,-1.1,-5,5,-0.5,16,9,-9
CN(C)CCCN(Cc1ccccc1)C(=S)Nc1ccc(SC(F)F)cc1,-22,-4,11,-9,11,3.8,1,13,88*
O=C(NCc1cccc(CNC(=O)C(=O)NCC2CCCO2)c1)C(=O)NCC1CCCO1 (configuration not stated),4,-4,1.8,-6,1,0.8,-11,2,-6
COc1cccc(CSc2nnc(-c3ccc(F)cc3)o2)c1,-1,-8,-1.9,-6,14,-1.0,-2,-27,-5
Cc1oc2ccc(NS(=O)(=O)c3ccc(F)cc3)cc2c1C(=O)O,3,-4,0.5,5,2,0.9,-9,7,-6
CCc1cc(C(=O)N2CCN(c3ncc(C(F)(F)F)cc3Cl)CC2)sc1C,-8,-9,-1.2,-13,14,0.1,-13,-21,2
Cc1nc2nc(CSc3ccc(Cl)cc3)cc(=O)n2[nH]1,8,-2,0.7,-1,1,-0.9,7,-11,-14
COc1cc(CNC[C@H]2O[C@@H](n3cc(C)c(=O)[nH]c3=O)C[C@@H]2O)ccc1OCc1cccc(Cl)c1,3,-10,/,/,0,/,/,-18,-17
CCN(CC)CCC(=O)Nc1cccc2c1C(=O)c1ccccc1C2=O,12,-9,-0.5,-3,1,0.3,-12,-7,-14
Cc1cc(C(=O)OCC(=O)N2CC(=O)Nc3ccccc32)c(C)n1-c1ccccc1,2,-8,-0.8,-5,1,-0.1,-31,15,-1
O=C(CSc1ccccc1)N1CCCC(Nc2ccccc2)C1 (configuration not stated),4,-4,0.6,-2,-1,0.8,-14,-16,-3
CC[C@]12c3[nH]c4ccc(Cl)cc4c3CCN1C(=O)[C@@H](CC(=O)NCc1cccc(C(F)(F)F)c1)C[C@@H]2C(=O)N1CCN(C(=O)c2ccco2)CC1,-4,-5,/,/,27,/,0,5,4
CNC(=O)c1ccsc1NC(=O)c1ccc2c(c1)CCCC2,4,-3,-0.1,-9,3,-0.1,-2,51*,1
CCCCn1c(N)c(N(CCC)C(=O)C2CCCC2)c(=O)[nH]c1=O,5,0,1.4,-4,5,0.0,-9,-14,-5
COc1ccccc1C(=O)C1CCCN(C(=O)Nc2ccccc2F)C1 (configuration not stated),7,-4,-2.1,-3,5,-1.8,-9,-27,-7
O=C(NCc1cccnc1)c1cc(C2CCCCN2C(=O)OCCF)on1 (configuration not stated),3,-8,/,/,2,/,/,-6,-11
Cc1cc(C(=O)Nc2ccc3c(c2)OCCO3)c(C)o1,4,-5,-1.7,-7,2,0.1,-5,-3,-1
COc1ccc(C(=O)NCCSCc2ccco2)cc1OC,20,8,-0.7,0,4,0.1,-9,-6,-11
CC(=O)c1nnn(-c2ccc(F)cc2F)c1C,10,-4,-0.4,3,1,0.1,-12,-14,2

# A section of the results above, for reference:
SMILES,CHRM1 PAM,CHRM1 agonist,OXTR ag,OXTR potentiate,TAAR1 agonist,V1aR counter,CHO parental Ca,TAAR1 antagonist,CHRM1 antagonist
COc1ccccc1C(=O)C1CCCN(C(=O)Nc2ccccc2F)C1 (configuration not stated),7,-4,-2.1,-3,5,-1.8,-9,-27,-7
O=C(NCc1cccnc1)c1cc(C2CCCCN2C(=O)OCCF)on1 (configuration not stated),3,-8,/,/,2,/,/,-6,-11
Cc1cc(C(=O)Nc2ccc3c(c2)OCCO3)c(C)o1,4,-5,-1.7,-7,2,0.1,-5,-3,-1
COc1ccc(C(=O)NCCSCc2ccco2)cc1OC,20,8,-0.7,0,4,0.1,-9,-6,-11
CC(=O)c1nnn(-c2ccc(F)cc2F)c1C,10,-4,-0.4,3,1,0.1,-12,-14,2

# From PubChem
